Compound activity from PubChem BioAssay.
SIRT5 inh – SIRT5 desuccinylase inhibitors, primary screen, biochemical, fluorescence imaging, single point, set 5; inhibition, % at 15 µM; NAD-dependent protein deacylase sirtuin-5, mitochondrial (Homo sapiens), Q9NXA8; Purified SirT5, succinyl-peptide AMC, trypsin-coupled fluorescence; hit rate 1.1% among 330,000; in the data active = inhibition above about 15%; inconclusive = no clear call, values can overlap the other calls
Target sequence (Q9NXA8 whole entry, looked up): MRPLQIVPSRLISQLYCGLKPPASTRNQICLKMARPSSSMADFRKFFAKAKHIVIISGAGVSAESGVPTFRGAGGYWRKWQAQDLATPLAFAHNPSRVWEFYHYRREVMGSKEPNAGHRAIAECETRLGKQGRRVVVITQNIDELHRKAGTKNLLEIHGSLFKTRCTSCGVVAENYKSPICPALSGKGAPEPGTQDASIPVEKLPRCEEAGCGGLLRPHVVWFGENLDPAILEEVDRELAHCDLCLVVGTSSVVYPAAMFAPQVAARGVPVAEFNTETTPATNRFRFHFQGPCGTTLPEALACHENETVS
CASP6 VEID inh – human caspase-6 inhibitors, primary screen, biochemical, VEID-R110 fluorescence, single point, set 2; P55212; purified caspase-6, Z-VEID-R110 cleavage fluorescence; inhibition, % at 12.5 µM; hit rate 0.53% among 350,000;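 active = mean inhibition across replicates at least about 35%, with every replicate also reaching that limit, limit read from the data; inconclusive = only one of the two criteria met; inactive = neither criterion met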;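 also: 0% = median of neutral control wells and 100% = no fluorescence left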
Target sequence (P55212 24-179 limits assumed): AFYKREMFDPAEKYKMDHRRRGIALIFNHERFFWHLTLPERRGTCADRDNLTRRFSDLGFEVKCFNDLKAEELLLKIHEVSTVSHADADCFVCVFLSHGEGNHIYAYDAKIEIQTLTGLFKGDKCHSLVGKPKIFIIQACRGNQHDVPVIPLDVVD
Target sequence (P55212 194-293 limits assumed): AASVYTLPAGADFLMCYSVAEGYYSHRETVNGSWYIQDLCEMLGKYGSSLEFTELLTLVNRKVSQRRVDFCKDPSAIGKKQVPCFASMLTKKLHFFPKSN
esBAF inh – Bmi1 luciferase reporter increase in mESCs, primary screen, esBAF inhibitor project, mouse ES cells, Bmi1 luciferase knock-in, single point; 24 h; 100% = twice the neutral-well signal; reporter increase, % at 12.5 µM; hit rate 2% among 350,000; in the data active = activation above about 40%; inconclusive = no clear call, values can overlap the other calls;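 also: 0% = median of the plate's neutral control wells and 100% = double that signal; a rise in the Bmi1 reporter signal indicates esBAF inhibition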
S100A4 inh HTS – inhibitors of S100A4-myosin IIA peptide binding, primary screen, biochemical, fluorescence polarization, TAMRA-MyoIIA peptide; inhibition, % at 10.7 µM; hit rate 0.14% among 360,000; Protein S100-A4 (Homo sapiens), P26447;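 active = mean inhibition of at least 70% across replicates, with every replicate also reaching that level; inconclusive = mean inhibition reaches 70% but some replicates fall short; inactive = mean inhibition below 70%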
Target sequence (P26447 whole entry, looked up): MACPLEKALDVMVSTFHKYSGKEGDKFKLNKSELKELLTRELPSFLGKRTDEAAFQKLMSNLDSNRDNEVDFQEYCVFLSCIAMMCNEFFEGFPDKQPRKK
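Material: S100A4 monomer (human). Medium: Calcium-containing HEPES buffer, pH 7.2. Probe or stimulus: labelled myosin peptide probe, 5 nM. Compound dosing: one concentration per compound. Timing: polarization read 5 min after assay mix addition, stable 5–60 min. Benchmarks: DMSO as neutral control, TFP as positive control.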
FN deposit inh – inhibitors of fibronectin matrix deposition, primary screen, AH1F cells, Alexa488-fibronectin fluorescence, plate reader; hit rate 0.086% among 350,000; AID 743247, 2014; inhibition, % at 12.6 µM; AH1F fibroblasts, overnight;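 active = mean inhibition across replicates of 30% or more, regardless of how many single replicates reach that level; inconclusive = mean under 30% yet at least half of replicates reach 30%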;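 also: positive control wells lacked labelled fibronectin entirely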
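Measured by – fluorescence 485/525 nm · System – AH1F fibroblast monolayer, labelled fibronectin deposition · Amount – 10000 cells per well · Buffer or medium – serum-reduced DMEM (2% serum) · Doses – single dose, pinned · Also added – fluorescent fibronectin at 24 nM final · Schedule – 1 h cell attachment, overnight exposure to compound and label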
LGR2 inh – inhibitors of bursicon-induced LGR2 CRE-luciferase signal, primary screen, cell-based, HEK293, CRE-luciferase reporter, bursicon stimulation | Drosophila bursicon receptor LGR2 (rickets) | bursicon-stimulated, 4 h | inhibition, % at 9.99 µM | hit rate 0.35% among 380,000 | AID 720647, 2013;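 active = drop in luminescence signal, shown as inhibition above about 50% in the replicate tests, limit read from the data, passing the limit was not always enough; inconclusive = probably only some replicates passing the limit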;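 also: agonist challenge used bursicon conditioned medium at about half maximal strength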
Statin myotox sup – suppressors of statin myotoxicity in C2C12 myotubes, primary screen, cell-based, single point, plate reader; hit rate 0.78% among 330,000; AID 602340, 2012; C2C12 myotubes + simvastatin, ATP luminescence, 48 h; scaled: DMSO 0, geranylgeraniol control 100; rescue of ATP level, % at 7.49 µM;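 active = mean ATP rescue above about 67%, or every replicate alone reaching that limit, limit read from the data, passing the limit was not always enough; inconclusive = no clear call, values can overlap the other calls; inactive = mean under the limit and some replicate under it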;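 also: myotubes were challenged with 10 µM simvastatin during compound exposure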
Numbers without * were called inactive; u = inconclusive; x = not tested or not shown; & = joins results of further samples. An excerpt (hit frequency here may not be typical).

SMILES	SIRT5 inh	CASP6 VEID inh	esBAF inh	S100A4 inh HTS	FN deposit inh	LGR2 inh	Statin myotox sup
COc1cc(C(=O)N2CCN(c3ncnc4sc(C)c(C)c34)CC2)cc(OC)c1OC	x	x	-11.5	x	10.0	x	2.4
O=C(NCCSc1ncc(-c2ccc(F)cc2)[nH]1)c1ccc2c(c1)OCO2	-3.0	1.5	3.6	-7.6	-3.2	-3.2	11.7
CCc1cc2ccc(C)cc2nc1SCC(=O)Nc1cc(C)on1	-1.4	-2.6	x	-1.2	10.8	9.9	x
CCN(CC(=O)Nc1cc(Cl)ccc1C)C(=O)CCc1nc2ccccc2c(=O)[nH]1	-5.2	-8.4	-5.2	-13.2	4.8	-25.7	0.3
CCOc1ccc(N2C(=O)c3ccccc3C2O)cc1 (configuration not stated)	-2.8	0.0	u	-5.4	-6.8	-38.4	-2.2
CC(=O)C[C@@H]1OC[C@H](C)N1S(=O)(=O)c1ccc(C)cc1	-1.0	-4.4	x	-1.0	-9.9	0.0	x
NC(=S)N/N=C/c1c[nH]c2ccccc12	-1.3	-1.7	-2.2	-0.6	3.5	-4.9	16.9
COc1ccc2c(c1)oc1c(SCc3nc4ccccc4[nH]3)nc(C)nc12	x	-1.1	68.2*	3.1	-3.4	-51.5	4.8
CC1CC(C)CN(C(=O)c2cccc(S(=O)(=O)Nc3cc(C(F)(F)F)ccc3Cl)c2)C1 (configuration not stated)	7.3	10.0	x	1.0	-4.1	12.1	x
O=C(NC1CCCCC1)N1CC(=O)N2[C@H](CO)[C@@H](c3ccc(-c4cccnc4)cc3)[C@@H]2C1	1.6	-0.5	x	12.7	-4.3	13.3	x
c1ccc2[nH]c(SCc3cn4ccccc4n3)nc2c1	10.3	-2.3	29.1	1.1	x	-13.9	7.3
COc1cc([N+](=O)[O-])cc(/C=N/N(CCC#N)C(C)=O)c1O	6.4	4.0	0.6	-0.7	-2.0	0.3	12.6
CCn1cc(CCC(=O)NCCN2CCOCC2)c2ccccc21	0.0	0.7	3.2	-1.6	-1.1	8.6	5.0
COc1ccccc1C(CNC(=O)COc1cc(C)ccc1Cl)N1CCCC1 (configuration not stated)	-2.2	-60.2	2.2	10.2	-3.6	6.4	1.3
COc1ccc(C(=O)C2CCCN(S(=O)(=O)c3cccc(C)c3)C2)c(C)c1 (configuration not stated)	-0.1	0.6	-10.2	-3.9	x	2.4	18.7
Cc1ccccc1NS(=O)(=O)c1ccc(N2CCCC2=O)cc1	x	x	-11.6	x	5.6	x	-34.1
O=C(CCNC(=O)C1CCN(S(=O)(=O)c2ccc(F)cc2)CC1)NCCc1ccc(Cl)cc1	-7.0	-2.5	3.4	14.5	-10.1	-14.3	3.6
CCN1[C@H](C(=O)NCc2ccccn2)[C@@H](CO)[C@@H]2Cn3c(ccc(C4=CCCCC4)c3=O)[C@@H]21	5.4	4.5	3.1	35.0	x	-2.4	4.2
O=C(CSc1nnc2ccccn12)Nc1ccccc1C(=O)O	-3.6	4.9	x	-5.9	4.9	3.6	x
Cc1noc(C)c1C(=O)Nc1cccc(S(=O)(=O)N2CCOCC2)c1	-4.2	-0.1	-3.4	-0.1	3.0	20.8	15.4
O=C1CCN(CCCc2ccccc2)CCN1[C@H](CO)c1ccccc1	x	x	2.1	-0.1	-1.7	-2.8	6.6
Cc1ccc(N(C(=O)c2cnccn2)C(C(=O)NC2CCCCC2)c2ccc(O)cc2)cc1 (configuration not stated)	-1.3	1.1	x	-1.5	-4.0	-12.6	x
O=C(NNc1nc(-c2ccccc2)cs1)c1cccs1	-1.7	-1.1	x	-5.5	2.2	3.8	x
CCN(C(=O)CN1CCC(C(=O)OC)CC1)c1c(N)n(Cc2ccccc2)c(=O)[nH]c1=O	-0.4	3.4	-4.5	3.2	-3.2	-5.4	9.2
Cc1sc2ncnc(N3CCC(C(=O)NNC(=O)c4ccc(Cl)cc4)CC3)c2c1C	-7.1	1.3	4.5	-6.6	-6.5	-1.1	11.6
Cc1ccccc1NC(=O)CSc1nnc(-c2ccccn2)o1	-2.9	-0.4	6.0	0.6	4.7	-12.2	2.1
COc1ccc(NC2CCCN(C(=O)c3ccncc3)C2)cc1 (configuration not stated)	-0.9	8.2	-0.4	1.5	1.4	-2.8	0.0
C[C@@H]1CN([C@@H](C)CO)S(=O)(=O)c2ccc(-c3cncnc3)cc2O[C@H]1CN(C)C(=O)Cc1cccnc1	-0.7	-2.6	-10.2	4.5	0.9	-5.2	15.4
CC(C)(C)c1ccc(/C=C2\SC(=O)N=C2N)cc1	-7.4	7.4	8.2	1.0	x	-4.5	-2.3
CCn1cc([N+](=O)[O-])c(C(=O)Nc2ccc3c(c2)OCCO3)n1	x	x	5.1	x	x	-22.6	7.2
COCCNC(=S)NCc1cccs1	-0.7	-1.8	0.5	2.1	5.4	-14.3	1.6
COCC#Cc1cnc2c(c1)C(=O)N([C@H](C)CO)C[C@@H](C)[C@H](CN(C)C(=O)Nc1ccc(OC)cc1)O2	11.7	-0.9	0.4	7.4	x	-0.7	6.3
Cc1noc(C)c1NC(=O)Nc1ccc2c(c1)C(=O)N([C@H](C)CO)C[C@@H](C)[C@@H](CN(C)Cc1ccc(C(F)(F)F)cc1)OCCCC[C@@H](C)O2	12.3	-1.7	4.1	2.7	x	-2.4	x
CCOc1ccc2nc(N(CCN(CC)CC)C(=O)c3ccc([N+](=O)[O-])cc3)sc2c1	-3.4	-6.9	-3.5	1.9	4.6	-4.5	-0.9
CCCNC(=O)c1ccc2c(=O)c(O)c(-c3ccc(Cl)c([N+](=O)[O-])c3)[nH]c2c1	x	4.8	-9.2	-2.5	10.0	10.9	-53.0
CCC(=O)N1N=C(c2cccs2)CC1c1ccco1 (configuration not stated)	-1.7	-6.0	x	-0.8	-0.4	1.5	x
COc1ccc(S(=O)(=O)Nc2ccc3c(c2)C(=O)N([C@@H](C)CO)C[C@@H](C)[C@H](CN(C)C(=O)CCCN(C)C)OCCCC[C@H](C)O3)cc1	-4.8&-0.2	-23.9&-0.6	0.0&4.2	54.5&-7.0	4.8	3.7	3.9&19.1
COc1ccc(CNS(=O)(=O)c2cc3c(cc2Cl)NC(=O)CO3)cc1	-7.9	1.3	1.6	-1.8	0.6	6.1	-2.5
CCOC(=O)N1CCN(C(=O)c2ccc3ccccc3c2)CC1	-3.7	-0.2	3.0	3.2	17.9	5.9	6.7
COc1ccc([C@@H]2[C@@H]3C(=O)N(C(C)(C)C)C(=O)[C@@H]3[C@]3(CC(C)C)C(=O)N(c4ccccc4)C(=O)N23)cc1	x	0.3	11.7	-2.6	-5.1	-6.1	-11.4
CC(Cc1ccccc1)NC(=O)C1(c2ccccc2)CCOCC1 (configuration not stated)	x	x	-2.2	x	-2.0	x	6.2
CCOc1ccc(N(C)C(=O)CCc2nnc3ccc(N4CCCCC4)nn23)cc1	-0.1	-1.2	-9.3	-0.3	-11.3	2.2	0.6
C[C@H]1CN([C@@H](C)CO)C(=O)c2cc(NC(=O)c3ccncc3)ccc2O[C@@H]1CN(C)S(=O)(=O)c1ccc(F)cc1	-5.6	0.0	-2.0	-16.8	2.8	15.3	-0.1
COc1ccc(C#Cc2ccc3c(c2)[C@]2(C(=O)N3)[C@H](C(N)=O)[C@H]3C(=O)O[C@H](c4ccccc4)[C@H](c4ccccc4)N3[C@@H]2c2ccc(OCCO)cc2)cc1	-1.4	-2.8	x	-2.4	x	x	x
COc1ccc(CCN2CCCC(CN(C)Cc3cc(Cl)c(O)c(OC)c3)C2)cc1 (configuration not stated)	-1.7	-26.2	-7.7	-6.8	-14.0	2.1	2.6
COc1ccc(NC(=O)N(C)C[C@@H]2OCCCC[C@H](C)Oc3ccc(NC(=O)c4ccncc4)cc3C(=O)N([C@@H](C)CO)C[C@H]2C)cc1	x	x	-1.2	x	14.0	-22.0	x
CC(=O)Nc1cccc(C(=O)OCc2ccc([N+](=O)[O-])cc2)c1	-0.8	-0.1	x	-44.5	-21.3	6.5	x
C[C@@H](NC(=O)C[C@@H]1CC[C@H]2[C@@H](COC[C@H](O)CN2Cc2ccc(C(F)(F)F)cc2)O1)c1ccccc1	3.6	-0.8	2.2	2.5	3.6	-11.7	33.0
CC(=O)Nc1sc(N/N=C\c2ccco2)nc1-c1cccs1	x	x	24.3	x	-4.8	-11.6	-0.1
O=C(C1CCCN1S(=O)(=O)c1cccc2cccnc12)N1CCN(c2ccccc2)CC1 (configuration not stated)	x	1.1	-0.9	0.3	4.2	8.2	7.3
O=C(COC(=O)c1cc(=O)[nH]c2ccccc12)c1ccc(Br)cc1	-4.8	5.1	27.5	-35.7	12.1	-15.7	9.4
O=c1oc2cc(O)ccc2cc1S(=O)(=O)c1ccccc1	-101.4	5.4	-2.2	1.4	3.8	-10.2	1.1
CC(C)CCN1CCN(CCCc2ccccc2)CC1CCO (configuration not stated)	1.7	3.3	-6.9	-4.3	-0.5	7.3	8.0
C=CCOc1ccc(/C=C/C(=O)OCC(=O)N2CCC(c3ccccc3)=N2)cc1	-2.0	-0.3	-0.2	-1.1	-1.1	8.8	10.1
O=C(CCNS(=O)(=O)c1ccc(OC(F)(F)F)cc1)N1CCN(S(=O)(=O)c2cccc(F)c2)CC1	-2.9	-0.7	-1.1	-5.7	-3.3	4.2	3.6
CCCN(S(=O)(=O)c1ccccc1F)S(=O)(=O)c1ccccc1Br	-4.9	-4.2	-4.7	25.8	-2.9	1.2	6.1
Cc1cccc(NC(=O)CCSc2nncn2C)c1	x	x	-0.5	x	-4.9	x	3.5
Nc1ncnc2c1ncn2[C@@H]1O[C@H](C(=O)N2CCSC2)[C@@H](O)[C@H]1O	-3.3	1.4	5.1	-2.1	13.4	-9.6	3.3
COc1ccc(-c2noc(N3CCC(C(=O)NCCCN4CC(C)CC(C)C4)CC3)n2)cc1 (configuration not stated)	-0.2	-5.0	-2.6	-4.1	17.4	5.2	-4.1
CNC[C@H]1Oc2cc(C#CC(C)(C)O)ccc2S(=O)(=O)N([C@H](C)CO)C[C@H]1C	-2.8	2.1	2.6	-21.6	x	12.8	-0.2
COc1ccc(OC)c(Nc2ccc(C(=O)O)cc2[N+](=O)[O-])c1	5.1	7.2	x	3.4	9.8	15.6	x
CN(C)CCCNC(=O)C[C@@H]1CC[C@H](NS(=O)(=O)c2ccccc2)[C@H](CO)O1	4.9	4.3	0.1	-1.0	-0.8	-1.7	-0.1
CCOC(=O)COc1nc(C)c(Br)c(OC)n1	-3.5	-1.7	-1.4	-5.1	x	6.6	-11.0

One compound at a time (already shown):
COc1ccc(-c2noc(N3CCC(C(=O)NCCCN4CC(C)CC(C)C4)CC3)n2)cc1 (configuration not stated) is entered as SIRT5 inh: -0.2; CASP6 VEID inh: -5.0; esBAF inh: -2.6; S100A4 inh HTS: -4.1; FN deposit inh: 17.4; LGR2 inh: 5.2; Statin myotox sup: -4.1
COc1ccc(OC)c(Nc2ccc(C(=O)O)cc2[N+](=O)[O-])c1 is entered as SIRT5 inh: 5.1; CASP6 VEID inh: 7.2; esBAF inh: x; S100A4 inh HTS: 3.4; FN deposit inh: 9.8; LGR2 inh: 15.6; Statin myotox sup: x
